OX1R antag-1 – human HCRTR1 antagonism | actives 0.43% (n = 330,000) | AID 434989 | inhibition, % at 5 µM | CHO/OX1R cells, Fluo-8 calcium fluorescence, orexin A | O43613;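 active = inhibition above its plate's threshold, mean inhibition of all tested compounds on the plate plus 3 SD, cut at about 37% in these data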;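 note: 0% = orexin A challenge wells and 100% = SB-334867-A antagonist wells; not every result past the cut was called active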
Target sequence (O43613 whole entry, looked up): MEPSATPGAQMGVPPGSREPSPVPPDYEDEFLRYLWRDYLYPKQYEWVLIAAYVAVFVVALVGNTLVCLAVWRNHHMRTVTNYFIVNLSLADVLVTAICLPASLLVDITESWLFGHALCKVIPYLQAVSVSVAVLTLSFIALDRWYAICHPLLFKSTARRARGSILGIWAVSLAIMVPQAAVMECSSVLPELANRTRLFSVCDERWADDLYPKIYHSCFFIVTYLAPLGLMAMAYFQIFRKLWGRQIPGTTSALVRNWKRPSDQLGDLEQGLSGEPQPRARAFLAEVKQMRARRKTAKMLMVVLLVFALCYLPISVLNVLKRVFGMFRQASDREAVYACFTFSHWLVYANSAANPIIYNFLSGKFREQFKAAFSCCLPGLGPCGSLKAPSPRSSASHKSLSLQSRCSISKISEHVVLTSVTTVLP
OX1R antag-2 – antagonists of human orexin 1 receptor (OX1R) | OX1R-expressing cells, FRET antagonist read-out | AID 485270 | inhibition, % at 6.6 µM | actives 1.8% (n = 330,000) | O43613; in the data active = inhibition mostly above about 38%, no sharp cut-off; inactive = mostly below about 40%;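 note: 0% = agonist challenge alone and 100% = reference antagonist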
CHT allo act – human CHT allosteric activation. actives 0.49% (n = 310,000). B-score at 10 µM. CHT-expressing cells, membrane potential dye, choline EC20; active compounds read high; LV-AA mutant CHT in HEK293 cells;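 active = initial fluorescence not abnormally high and integrated response B-score, plate-corrected, over 3 SD above library mean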
Target sequence (Q9GZV3 whole entry, looked up): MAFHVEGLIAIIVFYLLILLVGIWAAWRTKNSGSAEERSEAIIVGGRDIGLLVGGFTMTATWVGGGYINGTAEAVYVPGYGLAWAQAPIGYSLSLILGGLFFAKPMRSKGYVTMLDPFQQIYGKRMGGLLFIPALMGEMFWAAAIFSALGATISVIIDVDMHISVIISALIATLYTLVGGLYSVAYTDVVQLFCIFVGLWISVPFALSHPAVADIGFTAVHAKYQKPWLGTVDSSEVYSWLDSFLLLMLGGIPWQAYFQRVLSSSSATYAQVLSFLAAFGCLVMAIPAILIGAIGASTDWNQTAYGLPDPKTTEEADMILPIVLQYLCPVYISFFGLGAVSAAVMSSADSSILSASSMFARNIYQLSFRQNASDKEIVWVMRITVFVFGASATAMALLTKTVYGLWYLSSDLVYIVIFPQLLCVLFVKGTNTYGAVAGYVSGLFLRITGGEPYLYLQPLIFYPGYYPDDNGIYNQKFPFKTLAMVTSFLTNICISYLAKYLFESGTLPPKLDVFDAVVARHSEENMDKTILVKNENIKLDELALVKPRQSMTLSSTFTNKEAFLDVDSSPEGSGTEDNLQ
* hit, by the source's call; i = inactive; · = no result given.

SMILES | OX1R antag-1 | OX1R antag-2 | CHT allo act
Cc1ccc2c(c1)nnn2C1CCN(S(=O)(=O)c2ccc(C(=O)N3C(C)CCCC3C)cc2)CC1 (centres undefined) | 59* | 33 | i
CN(CCO)C(=O)C1CCN(c2ncc(C(F)(F)F)cc2Cl)CC1 | -25 | 24 | i
Cc1c(C)n(C)c2ccc(C(=O)NCCCN3CCN(c4ccc(F)cc4)CC3)cc12 | -3 | 8 | i
Cc1ccc(Cl)cc1NC(=S)NCCCSC1CCCCC1 | -11 | 31 | i
O=C(COC(=O)c1ccc(S(=O)(=O)N2CCOCC2)cc1)NC1CCCCCCC1 | 6 | 4 | i
Cc1ccc(NC(=O)CCS(=O)(=O)c2cc3c(cc2Cl)NC(=O)CO3)cc1 | -17 | 5 | i
CC(=O)c1ccc(NC(=S)NC(=O)c2c(Cl)c(C)nn2C)cc1 | -22 | 2 | i
Cc1nc2sccn2c(=O)c1S(=O)(=O)N1CCN(c2ccccc2)CC1 | -8 | -2 | i
Cn1c(C(=O)NCCCN2CCCCCC2)cc2c(=O)n(C)c3ccccc3c21 | 0 | 2 | i
O=C(CNC(=O)c1ccco1)NCc1nc2ccccc2[nH]1 | -4 | 43 | i
CCOc1cc(C2c3c(n[nH]c3C)C(=O)N2c2ccc(Br)cc2)ccc1O (centres undefined) | -6 | 5 | i
CN1CCc2c(sc3c2C(=O)NC(c2cccs2)N3)C1 (centres undefined) | -12 | 24 | i
O=C1OC[C@@H]2CCCN2C(=O)[C@H](CC(=O)N(CCO)Cc2ccccc2)C/C=C\C[C@H]1Cc1ccc(F)cc1 | -34 | 4 | ·
CC(OC(=O)c1ccc2c(=O)n3c(nc2c1)CCCCC3)C(=O)Nc1ccc(Cl)cn1 (centres undefined) | -14 | 7 | i
Cn1ncc(C#N)c1/N=C/N1CCCCC1 | -2 | 2 | i
CCOCCOC(=O)c1ccc(-n2cncn2)nc1 | -3 | 12 | i
COC(=O)c1cccc(NC(=O)CSc2nncn2-c2ccccn2)c1 | -15 | 37 | i
O=C(CCCn1c(=S)[nH]c2ccccc2c1=O)NCc1ccco1 | -14 | 21 | i
C/C(=N\Nc1ccccn1)c1ccc(C(C)C)cc1 | -11 | 23 | i
N#C/C(=C\c1ccc([N+](=O)[O-])o1)c1nc2ccccc2[nH]1 | 4 | 14 | i
COc1ccc(OC)c(NC(=O)C2CCCN(S(=O)(=O)c3c(C)nn(C)c3C)C2)c1 (centres undefined) | -25 | 13 | i
O=C(Nc1cc(S(=O)(=O)N2CCOCC2)ccc1Cl)c1cc(=O)c2ccccc2o1 | -20 | 18 | i
CC(C)C(=O)Nc1nnc(NC(=S)Nc2ccccc2)s1 | -10 | 24 | i
O=C(Cn1ncc2c3ccccc3n(Cc3ccc(Cl)cc3)c2c1=O)NCCCN1CCCC1=O | -37 | 9 | i
CC(C)NC(=O)c1ccccc1NC(=O)C1CC(=O)N(C(C)C)C1 (centres undefined) | -12 | 5 | i
CCOC(=O)c1cnc2cc(F)c(F)cc2c1N1CCN(C)CC1 | -10 | 9 | i
Cc1ccc(N=CC2=C(O)CC(c3ccco3)CC2=O)cc1 (centres undefined) | -11 | 9 | i
Cc1cccc(NC(=S)NC(=O)c2ccc(Br)o2)c1C | -19 | 1 | i
CCOC(=O)c1cnc(SCC#N)nc1N | 10 | 15 | i
CC(=O)NC(=O)c1nnn(Cc2ccccc2)c1NC(C)=O | -29 | 21 | i
C[C@@H]1CC[C@]2(C(=O)O)CC[C@]3(C)C(=CCC4[C@@]5(C)CC[C@H](O)[C@@](C)(C(=O)O)C5CC[C@]43C)C2[C@]1(C)O (some centres undefined) | -8 | 9 | ·
Nc1c(Cl)ncnc1N/N=C/c1ccc2ccccc2n1 | 35 | 75* | i
COc1ccc(/C=C2\SC(=S)N(CCC(=O)N(CCO)c3ccccc3)C2=O)cc1OC | -38 | 6 | i
CCCn1nc(C(=O)NNC(=O)CCOc2ccccc2OCC)c2ccccc2c1=O | -41 | 29 | i
CCOc1cc(CNc2ccc(O)cc2)cc(Br)c1OCc1ccccc1F | 0 | 28 | i
CN(C)CC[C@@H](c1ccc(Cl)cc1)c1ccccn1 | 0 | 12 | i
COCCCN(C)C1CCN(C(=O)Nc2ccc(F)cc2)CC1 | 1 | -1 | i
O=C(NCCCn1ccnc1)/C(=C\c1ccccc1Cl)NC(=O)c1ccccc1 | 1 | -3 | i
Cc1c(CCC(=O)O)c(=O)oc2c(C)c(OCc3ccccc3Cl)ccc12 | -5 | 18 | i
O=C(Nc1cc([N+](=O)[O-])ccc1F)c1ccc2c(c1)OCCO2 | -5 | 33 | i

Of the compounds above, 2 contain an aryl methoxy group.
SMILES | OX1R antag-1 | OX1R antag-2 | CHT allo act
COc1ccc(OC)c(NC(=O)C2CCCN(S(=O)(=O)c3c(C)nn(C)c3C)C2)c1 (centres undefined) | -25 | 13 | i
COc1ccc(/C=C2\SC(=S)N(CCC(=O)N(CCO)c3ccccc3)C2=O)cc1OC | -38 | 6 | i

Further results.
SMILES | OX1R antag-1 | OX1R antag-2 | CHT allo act
Cc1ccc(C)c(NC(=O)CN(C)C(=O)c2cccc(-n3cccc3)c2)c1 | -27 | 16 | i
COc1cccc(C(c2nnnn2Cc2ccco2)N2CCN(c3cccc(C)c3C)CC2)c1OC (centres undefined) | -5 | 21 | 7.1*
CC(NC(=O)c1ccnc(C(C)(C)C)c1)c1ccccc1 (centres undefined) | -6 | 2 | i
Clc1ccc(CN2CCc3c([nH]c4ccccc34)C2)cc1Cl | -6 | 5 | i
Cc1ccc(CN(C)C(=O)COC(=O)CSc2ccc(C(N)=O)cc2[N+](=O)[O-])cc1 | -25 | 58* | i
COc1ccc(CC(=O)Nc2cccc(/C(C)=N/NC(=O)c3cccc([N+](=O)[O-])c3)c2)cc1 | -27 | 27 | i
CC(=O)N1CCN(C(=S)NC(=O)c2ccc(F)cc2)CC1 | -12 | 5 | ·
CNC(C)C#Cc1ccc2sc3cccc(OC)c3c(=O)c2c1 (centres undefined) | -22 | 54 | i
COc1ccc2c(c1)c(=O)oc1cc3occ(C(C)(C)C)c3cc12 | -12 | 13 | i
CCn1c(Cc2cccn2C)nnc1SCC(=O)c1ccc(C)cc1 | -30 | 20 | i
CCC[N+](CC#Cc1ccccc1)(CCC)CC(=O)OC | -11 | 9 | i
CCN1CC(CN(C)Cc2nc(-c3ccc(Cl)cc3)no2)CC1=O (centres undefined) | -25 | 4 | i
Cc1ccnc(NC(=O)c2ccc3c(c2)C(=O)N(CCC(C)C)C3=O)c1 | -15 | 10 | i
CCOC(=O)CC1C(=O)NCCN1Cc1cccc(C(F)(F)F)c1 (centres undefined) | -1 | 14 | i
O=C(Cn1c(COc2ccc(Cl)cc2)nc2ccccc21)NCC(F)(F)F | -19 | 15 | i
COc1cc(C)ccc1OCCCOc1cc(C)ccc1Cl | -26 | 25 | i
CC(=O)Nc1sc(C)c(C)c1C(=O)OCC(=O)Nc1cc(S(=O)(=O)N2CCCCC2)ccc1Cl | -31 | 12 | i
Nc1c(C(=O)NCc2ccc(Cl)cc2)sc2nc3c(c(C(F)(F)F)c12)CCC3 | -16 | 3 | i
COc1ccccc1NS(=O)(=O)c1cccc(NC(=O)c2[nH]c(C)c(C(C)=O)c2C)c1 | -14 | 32 | i
COc1ccc(CNC(=O)C2CCN(C(=O)c3ccc(F)cc3)CC2)cc1OC | -15 | 4 | ·
CCN(CC)C(=O)Cn1cc(S(=O)(=O)CC(=O)NCc2ccc(F)cc2)c2ccccc21 | -5 | 29 | i
CCCCNC(=O)CCN1N=C(c2ccccc2)CCC1=O | -10 | 9 | i
COc1ccc(S(=O)(=O)c2ccc(OC)c(OC)c2)cc1OC | -12 | 35 | i
COc1cc(CN2CCN(Cc3ccccc3C(F)(F)F)CC2)cc(OC)c1OC | -47 | 15 | i
O=C(NNC(=O)c1cccnc1)NC1CCCCC1 | -1 | 25 | i
CC(C)c1ccc(S(=O)(=O)N2CCN(CC(=O)Nc3ccc(Cl)cc3F)CC2)cc1 | -6 | -3 | ·
CC(=O)C1=C(O)C(=O)N(CCCn2ccnc2)C1c1ccc(Br)cc1 (centres undefined) | -3 | 1 | i
CCOC(=O)CCn1c(=O)c2c(nc(Br)n2Cc2ccccc2)n(C)c1=O | -30 | 18 | i
O=C(c1ccccc1)N(Nc1ccccc1)c1ccccc1 | -2 | 7 | i
O=C(CSc1nc2[nH]ncc2c(=O)[nH]1)Nc1cccc([N+](=O)[O-])c1 | -20 | 28 | i
Cc1cccc(NC(=O)COc2cccc3c2CCN(C)C3=O)c1 | -17 | 14 | i
O=C(Cc1ccc(Cl)cc1Cl)OCC(=O)c1ccc[nH]1 | -7 | 0 | i
O=C1CN(C(=O)COC(=O)c2cc(S(=O)(=O)N3CCOCC3)ccc2Cl)c2ccccc2N1 | -18 | 14 | i
CCOc1ccc(S(=O)(=O)NCc2cccnc2)cc1C | -13 | 16 | i
Cc1ccc(S(=O)(=O)N(C)CC(=O)O/N=C(\N)c2ccc([N+](=O)[O-])cc2)cc1 | -7 | 22 | i
NC(=O)CC(NC(=O)Cc1ccc(Br)cc1)c1ccc(NC2CCCCCC2)c([N+](=O)[O-])c1 (centres undefined) | 2 | 12 | i
CCCCN(CC)CCCNC(=O)c1cn(C)c2ccc(S(=O)(=O)N(C)C3CCCCC3)cc2c1=O | -12 | -5 | i
Cc1cc(C)nc(N2CCN(C(=O)c3ccc(S(=O)(=O)N4CCCCCC4)cc3)CC2)n1 | -26 | 20 | i
O=C(Nc1ccccc1)c1cccc(S(=O)(=O)N2CCCCC2)c1 | -15 | 12 | i
O=[N+]([O-])c1cccnc1Oc1ccc(C2SCCS2)cc1 | -4 | 13 | i
CSC(=NCc1cccnc1)NS(=O)(=O)c1cccs1 | -7 | 9 | i
COc1ccc(OCc2nnc(SCC(=O)Nc3ccccc3Cl)o2)cc1 | -19 | 12 | i
COc1cc(C(=S)N2CCOCC2)cc(OC)c1OC(=O)c1cc([N+](=O)[O-])c(C)c([N+](=O)[O-])c1 | -22 | 8 | i
COc1cc(CNCCCN2CCOCC2)cc(Br)c1OCC(=O)N1CCCCC1 | -4 | 8 | i
CC(C)(C)NC(=O)CN1CCN(C(=O)CCl)CC1 | 0 | 9 | i
O=C1CC(Sc2ncn[nH]2)C(=O)N1c1ccccc1 (centres undefined) | -27 | 3 | i
CCN1CCN(S(=O)(=O)c2ccc(OC)c(NC(=O)c3ccccc3F)c2)CC1 | -30 | 22 | i
CCS(=O)(=O)c1nc(S(=O)(=O)c2ccc(Cl)cc2)c(N2CCCC2)s1 | -23 | 17 | i
CCC(C)(C)C(=O)Nc1ncc(S(=O)(=O)c2ccc([N+](=O)[O-])cc2)s1 | 16 | 4 | i
CCN(CC(=O)Nc1cc(C)c(Cl)cc1OC)CC(=O)NC1CCS(=O)(=O)C1 (centres undefined) | -10 | 2 | i
Next section.
SMILES | OX1R antag-1 | OX1R antag-2 | CHT allo act
COc1ccc(N2CC(C(=O)Nc3ccc(S(=O)(=O)Nc4nccs4)cc3)CC2=O)c(OC)c1 (centres undefined) | 5 | 5 | ·
CCCCCc1c(O)nc(SCCN(C)C)[nH]c1=O | -8 | 2 | i
COc1cc(C=NNC(=O)Cn2nc(C)cc2C)ccc1OC(=O)C1CC1 | -4 | 9 | ·
COc1ccc(C)cc1NC(=O)CSc1nnc(-c2cc3cccc(OC)c3o2)n1N | -36 | 17 | i
CC(=O)Oc1ccc2oc(=O)c3c(c2c1)CCCN3C(=O)CN1CCOCC1 | -13 | 9 | i
COc1ccc2oc(C(=O)N3CCc4ccccc43)c(C)c2c1 | -11 | 13 | i
O=C(Nc1ccc(Nc2ccccc2)cc1)c1ccc(Cl)cc1 | -23 | 11 | i
COc1ccc(Nc2oc(COc3ccc(Cl)cc3)nc2C#N)cc1 | 2 | 44 | i
CC(=O)c1ccc(N2CCN(C(=S)Nc3cccc(Cl)c3)CC2)cc1 | -13 | 18 | i
O=C(Cc1cccs1)NCc1ccccc1Br | -23 | -4 | i
Cc1ccc(S(=O)(=O)NCc2ccc(C(=O)NCCc3ccc(S(N)(=O)=O)cc3)cc2)cc1 | -5 | -8 | i
Cc1cccc(NC(=O)Cn2cc(C(=O)C3CC3)c3ccccc32)c1C | -11 | 20 | i
COc1cccc(C2C3=C(CC(C)(C)CC3=O)OC(N)=C2[N+](=O)[O-])c1 (centres undefined) | -20 | 14 | i
CCOC(=O)C1=C(COC(=O)/C=C/c2cccc([N+](=O)[O-])c2)NC(=O)NC1C (centres undefined) | -21 | 21 | i
Cn1ncc(Cl)c1C(=O)N1CCN(C23CC4CC(CC(C4)C2)C3)CC1 | -13 | 8 | i
O=C(CCNc1n[nH]c(=O)[nH]c1=O)N/N=C\c1ccc(Br)cc1 | -8 | 0 | i
CCCC(=O)Nc1cc2c3c(c1)C(C)C(=O)N3CCC2 (centres undefined) | -8 | 4 | i
COc1ccc(NC(=O)NN2CCN(C)CC2)c(OC)c1 | -18 | 19 | i
CN(C)S(=O)(=O)N1CCc2ccccc21 | -7 | 12 | i
Brc1ccc(-c2nnc3n2C2(CCCC2)Cc2ccccc2-3)o1 | -35 | 28 | i

Looked up one by one from above:
SMILES | OX1R antag-1 | OX1R antag-2 | CHT allo act
CN(C)S(=O)(=O)N1CCc2ccccc21 | -7 | 12 | i
COc1cccc(C2C3=C(CC(C)(C)CC3=O)OC(N)=C2[N+](=O)[O-])c1 (centres undefined) | -20 | 14 | i
Brc1ccc(-c2nnc3n2C2(CCCC2)Cc2ccccc2-3)o1 | -35 | 28 | i
CCCC(=O)Nc1cc2c3c(c1)C(C)C(=O)N3CCC2 (centres undefined) | -8 | 4 | i
Cc1cccc(NC(=O)Cn2cc(C(=O)C3CC3)c3ccccc32)c1C | -11 | 20 | i
COc1ccc(NC(=O)NN2CCN(C)CC2)c(OC)c1 | -18 | 19 | i
